influenza NS1A – NS1A inhibition, H1N1 influenza, cell based functional assay (AID 504329). one-dose inhibition, % at 12.5 µM; IC50 in µM for titrated hits. NS1A functional cell-based assay, percent inhibition; higher % means a stronger effect. 340,000 compounds, 0.3% hits; in the data active = a potency from the dose series; inconclusive = inhibition above about 27% without an active follow-up result; note: strong numbers were not always called active
Salmonella PhoP GFP – PhoP regulon inhibitors, Salmonella typhi PhoP promoter GFP reporter, confirmatory (AID 1850); inhibition, % at 50 µM; hits with a dose series show IC50 in µM; 310,000 compounds, 0.33% hits; Salmonella Typhi PhoP-promoter GFP reporter, fluorescence, 4 h; higher % means a stronger effect; in the data active = a potency from the dose series; inconclusive = inhibition mostly from about 25% at the one dose, without a potency; inactive = the rest, 99 in 100 with inhibition below about 19%;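 note: 0% = induced wells with vehicle and 100% = uninduced wells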
VEEV TC-83 Vero – inhibitors of VEEV TC-83 cytopathic effect, confirmation, Vero cells (AID 588727) | 350,000 compounds, 0.13% hits | Vero cells, VEEV TC-83 cytopathic effect inhibition; higher % means a stronger effect | inhibition, % at 20 µM; hits with a dose series show IC50 in µM; in the data active = a potency from the dose series; inconclusive = inhibition mostly from about 14% at the one dose, without a potency; inactive = the rest, 99 in 100 with inhibition below about 12%; note: strong numbers were not always called active
H37Rv inhibition – M. tuberculosis growth inhibition, HTS (AID 449762) | M. tuberculosis H37Rv growth inhibition, 7H9 media; higher % means a stronger effect | inhibition, % at 25 µM; hits with a dose series show IC50 in µM | 330,000 compounds, 0.59% hits; in the data active = a potency from the dose series; inconclusive = inhibition above about 70% without an active follow-up result;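 note: bacterial growth assessed after seven days of incubation; strong numbers were not always called active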
tuberculosis growth – growth inhibition of non-replicating M. tuberculosis (AID 488890); Mycobacterium tuberculosis non-replicating, growth inhibition; higher % means a stronger effect; one-dose inhibition, % at 25 µM; IC50 in µM for titrated hits; 320,000 compounds, 0.39% hits; in the data active = a potency from the dose series; inconclusive = inhibition mostly from about 82% at the one dose, without a potency; inactive = the rest, 99 in 100 with inhibition below about 76%;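 note: plate controls were DMSO cells for no effect and high antibiotic wells for full effect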
VEEV TC-83 Vero 10K pilot screen – also measured in VEEV TC-83 Vero; calls as there; inhibition, %; measured here: 10K pilot screen inhibition
Numbers without * were called inactive; i = inactive; u = inconclusive; x = no result given. Hits appear at their usual frequency (roughly 1.5% active in at least one column).

SMILES | influenza NS1A | Salmonella PhoP GFP | VEEV TC-83 Vero | H37Rv inhibition | tuberculosis growth | others
O=C(CCNS(=O)(=O)c1ccccc1C(F)(F)F)NNC(=O)c1csc(N2CCOCC2)n1 | -13% | -3% | 1.4% | -6% | -5%
c1ccc(CCNc2ncnc3ccccc23)cc1 | -7% | -9% | i | 2% | 64%
COc1ccc(-c2cn(CCO)c(-c3ccc(Cl)nc3)n2)cc1 | 10% | -7% | 4.3% | 3% | -2%
CCCN1C(=O)/C(=C/c2ccc(OCc3ccc(C(=O)O)cc3)c(OC)c2)NC1=S | x | 3% | 11% | u | 6%
COc1ccc(OC)c(NCc2nnc(-c3ccccc3)o2)c1 | -16% | -2% | 0.8% | -1% | x
CC(=O)N1c2ccc3ccccc3c2C(C)CC12CCCCC2 (centres undefined) | 16% | 4% | i | 5% | 54%
Cc1cccc(NC(=O)NCC(c2ccc(F)cc2)N2CCN(C)CC2)c1 (centres undefined) | -3% | 2% | 2.4% | 1% | 2%
CS(=O)(=O)c1ccc(C(=O)Nc2ccccc2N2CCOCC2)c(Cl)c1 | -3% | 5% | 1.5% | -4% | -10% | VEEV TC-83 Vero 10K pilot screen=0.7
COc1ccc(/C=C/C(O)=C2/C(=O)N(C)C3(C)CC2c2ccccc2O3)cc1 (centres undefined) | -2% | 4% | u | -4% | -2%
Cc1cc(C)nc(CCNC(=O)C2CCC(=O)N(Cc3ccccc3F)C2)n1 (centres undefined) | -10% | 0% | 0.3% | -5% | -6%
CSc1ncccc1C(=O)OCC(=O)NC(C)CCc1ccccc1 (centres undefined) | -13% | x | 0.4% | -4% | 25%
CCc1ccc(NC(=O)C(NS(=O)(=O)c2cccc3nsnc23)c2ccccc2)cc1 (centres undefined) | 1% | -3% | 1.3% | 4% | 35%
CC(C)CC(CO)N1CCN(C(=O)c2ccccc2)CCC1=O (centres undefined) | 3% | -4% | 0.5% | -1% | -5%
Oc1ccccc1CNc1cnc2ccccc2c1 | 3% | -7% | 0.1% | u | 39%
Cc1n[nH]c(=O)c2c(NC(=O)CSc3nc4ccccc4c(=O)n3CCCO)oc(C)c12 | -8% | 0% | 1.6% | -14% | -7%
O=C1CCC/C(=N\NC(=O)c2ccc(COc3ccccc3-c3ccccc3)cc2)C1 | -6% | -3% | 3.9% | 1% | 1%
COc1ccccc1-c1nc(C#N)c(N2CCN(c3cccc(Cl)c3)CC2)o1 | 19% | -9% | 0.2% | -7% | 5%
N#Cc1nccnc1N1CCN(C(=O)Nc2ccccc2)CC1 | -2% | -18% | 5.0% | 0% | -6%
COc1cccc(CC(=O)N(C)C2CCCN(Cc3ccccc3F)C2)c1 (centres undefined) | -1% | 5% | i | 3% | -16%
COC(=O)CC1Oc2ccccc2N(Cc2ccccc2)C1=O (centres undefined) | 0% | -3% | 1.1% | -2% | 17%
COC(=O)c1c(C)cccc1C1CN=NC12Cc1ccccc1C2=O (centres undefined) | 10% | x | 3.3% | x | x
CC(=O)CSc1cc(C)nc2c(-c3ccccc3)c(C)nn12 | 4% | 1% | 0.1% | 4% | 65%
C=C(C1=CCN(S(=O)C(C)(C)C)[C@H]1CCO)c1ccccc1 (some centres undefined) | 1% | x | i | x | x
CC(=NCc1cccnc1)C1=C(O)c2ccccc2C1=O | -1% | 4% | i | -1% | 9%
O=C(NNC(=O)c1ccccc1O)c1cccc(Br)c1 | -26% | 2% | 2.6% | 2% | -9%
COC(=O)[C@H](C)NC(=O)NCc1ccccc1 | 15% | 7% | i | -8% | -18%
CC(C)CCNC(=O)CN(Cc1ccco1)C(=O)c1snc(C(N)=O)c1N | -7% | -7% | 0.2% | 0% | -27%
COc1ccccc1NCC(O)COc1ccc(C(C)(C)C)cc1 (centres undefined) | 9% | -33% | 3.1% | 16% | 12%
O=C(Cn1cccc(C(F)(F)F)c1=O)c1ccc(Cl)cc1 | 0% | -5% | 0.1% | 6% | -2%
O=C(O)CCC1COc2ccccc2O1 (centres undefined) | 0% | -16% | 0.8% | 0% | 3%

The final 4 entries of the section before come first, to join the parts:
SMILES | influenza NS1A | Salmonella PhoP GFP | VEEV TC-83 Vero | H37Rv inhibition | tuberculosis growth | others
CC(C)CCNC(=O)CN(Cc1ccco1)C(=O)c1snc(C(N)=O)c1N | -7% | -7% | 0.2% | 0% | -27%
COc1ccccc1NCC(O)COc1ccc(C(C)(C)C)cc1 (centres undefined) | 9% | -33% | 3.1% | 16% | 12%
O=C(Cn1cccc(C(F)(F)F)c1=O)c1ccc(Cl)cc1 | 0% | -5% | 0.1% | 6% | -2%
O=C(O)CCC1COc2ccccc2O1 (centres undefined) | 0% | -16% | 0.8% | 0% | 3%
CCc1ccc(CN(C)C(=O)c2cccc(S(=O)(=O)Nc3ccccc3OC)c2)cc1 | -4% | x | 6.1% | x | x
O=S(=O)(c1ccc(OCC(O)CN2CCN(c3ccc(F)cc3)CC2)cc1)N1CCOCC1 (centres undefined) | 1% | -4% | i | 1% | 4%
O=C(COC(=O)C1CC2C=CC1C2)NCc1ccco1 (centres undefined) | -1% | 11% | 1.1% | 0% | 13% | VEEV TC-83 Vero 10K pilot screen=0.5
COC(=O)Nc1ccc(S(=O)(=O)N2CCCC(C(=O)N3CCCCCC3)C2)cc1 (centres undefined) | -2% | -2% | 1.2% | -6% | 8%
CCC(=O)N(CCC(c1ccco1)C(C)C)Cc1ccccc1 (centres undefined) | 9% | 6% | 0.1% | 4% | 11%
CN(C)P(=O)(C(Cl)=C(N1CCCCC1)N1CCCCC1)N(C)C | -4% | 0% | 5.7% | 1% | -10%
Cn1ccnc1SCC(=O)c1cc2ccccc2o1 | -2% | 7% | 2.4% | -10% | 20%
COc1cc(S(=O)(=O)N2CCOCC2)cc(C(=O)NCC(c2cccs2)N2CCOCC2)c1OC (centres undefined) | -3% | x | 1.9% | 2% | -6%
CN(C)c1nc(NCc2ccccc2)nc(N/N=C/c2ccccc2F)n1 | x | -2% | x | u | 20%
O=C(Oc1cccc2ccccc12)C1CC1 | -9% | -1% | i | 11% | 59%
Cc1ccc(CCNC(=O)C2CCCN(S(=O)(=O)N3CC(C)CC(C)C3)C2)cc1 (centres undefined) | -3% | -2% | 0.3% | -6% | 8%
CCc1ccc(-c2cc3c(=O)n(CC(=O)NCCN4CCCCC4C)nc(C)n3n2)cc1 (centres undefined) | 9% | -14% | 12% | 13% | 33%
O=C1C(=O)C(c2ccccc2)C(=O)C1c1ccccc1 (centres undefined) | 1% | x | 7.0% | x | x
O=[N+]([O-])c1ccc(N2CCCCC2)cc1SCCO | -3% | 9% | 0.2% | 2% | x
COc1ccc(-c2nnn(CCC(=O)O)n2)cc1 | 3% | -4% | 5.6% | -5% | 0%

In the list so far, these contain a cyano group:
SMILES | influenza NS1A | Salmonella PhoP GFP | VEEV TC-83 Vero | H37Rv inhibition | tuberculosis growth | others
COc1ccccc1-c1nc(C#N)c(N2CCN(c3cccc(Cl)c3)CC2)o1 | 19% | -9% | 0.2% | -7% | 5%
N#Cc1nccnc1N1CCN(C(=O)Nc2ccccc2)CC1 | -2% | -18% | 5.0% | 0% | -6%

Next part
SMILES | influenza NS1A | Salmonella PhoP GFP | VEEV TC-83 Vero | H37Rv inhibition | tuberculosis growth | others
COc1cc2c(cc1OC)C(c1cccc([N+](=O)[O-])c1)N(C(=O)c1ccccc1C(=O)O)CC2 (centres undefined) | -7% | -9% | i | -8% | 0%
COc1ccc(/C=N/N2CCOCC2)cc1Cn1cc([N+](=O)[O-])cn1 | -16% | 2% | 1.8% | 3% | -5%
COc1cccc(C(=O)Nc2nnc(S(=O)(=O)N(C)Cc3ccc(F)cc3)s2)c1 | 13% | 3% | 0.3% | 10% | 25%
Cc1ccnc(NS(=O)(=O)c2ccc(NC(=O)C3COc4ccccc4O3)cc2)n1 (centres undefined) | 3% | 5% | 0.1% | 2% | 38%
COc1ccc(N/N=C(/C#N)S(=O)(=O)c2nsc(C)c2C#N)cc1 | 4% | 1% | 7.8% | 0% | 22%
O=C(Oc1ccnc2cc(Cl)ccc12)N1CCOCC1 | -12% | -8% | i | 2% | 12%
N#C[C@H]1C(O)C(O)c2ccccc2N1C(=O)c1ccccc1 (some centres undefined) | -7% | 2% | 0.8% | -8% | -9%
Cc1ccc(CNC(=O)COC(=O)c2cccc(S(=O)(=O)N3CCCCC3)c2)cc1 | -4% | x | 0.5% | 3% | 55%
O=C1c2ccccc2/C(=C\c2ccc3[nH]ccc3c2)N1c1ccccc1 | -4% | x | 4.1% | u | 73%
C/C(=N\Nc1ccc(S(N)(=O)=O)cc1[N+](=O)[O-])c1cccs1 | 21% | 2% | 0.4% | 0% | -9%
CCn1c(NCc2ccc(N(C)C)cc2)nc2ccccc21 | -5% | -3% | i | -1% | 28%
Cc1ccccc1/C(N)=N/OC(=O)N1c2ccccc2Sc2ccccc21 | 7% | 1% | 0.5% | u | 65%
CCOc1c(Cl)cc(C(=O)NCCN2CCCCC2)cc1Cl | 2% | -4% | 1.9% | -14% | 26%
N#CC1=C(N)N(c2ccc(F)cc2)C(=O)C1 | -6% | 0% | 1.1% | 1% | 17%
CCN=C(NS(=O)(=O)c1ccc(Br)cc1)c1ccc(Cl)cc1 | -6% | 4% | i | 0% | 2%

Reprinted from the part before: 5 compounds; new compounds follow.
SMILES | influenza NS1A | Salmonella PhoP GFP | VEEV TC-83 Vero | H37Rv inhibition | tuberculosis growth | others
CCn1c(NCc2ccc(N(C)C)cc2)nc2ccccc21 | -5% | -3% | i | -1% | 28%
Cc1ccccc1/C(N)=N/OC(=O)N1c2ccccc2Sc2ccccc21 | 7% | 1% | 0.5% | u | 65%
CCOc1c(Cl)cc(C(=O)NCCN2CCCCC2)cc1Cl | 2% | -4% | 1.9% | -14% | 26%
N#CC1=C(N)N(c2ccc(F)cc2)C(=O)C1 | -6% | 0% | 1.1% | 1% | 17%
CCN=C(NS(=O)(=O)c1ccc(Br)cc1)c1ccc(Cl)cc1 | -6% | 4% | i | 0% | 2%
Cc1cc(=O)oc2c(C)c(OC(C)C(=O)NC3CCN(Cc4ccccc4)CC3)ccc12 (centres undefined) | 7% | 7% | 1.4% | 0% | 17%
COc1ccc(CC(=O)NC2CCN(CC(=O)N3CCCc4ccccc43)CC2)cc1OC | -27% | 7% | i | -4% | 5%
COC(=O)c1nn(-c2ccccc2)c(=O)cc1Oc1ccc(Cl)cc1 | 4% | -4% | 1.8% | -9% | -4%
Cc1ccc(-c2noc(C3CCCN(C(=O)c4ccc(F)cc4F)C3)n2)cc1 (centres undefined) | -10% | -10% | i | 25% | 50%
Cc1c(S(=O)(=O)Nc2cc(Cl)ccc2Cl)c(=O)n(C)c(=O)n1C | -5% | -4% | i | -11% | -9% | VEEV TC-83 Vero 10K pilot screen=0.1
Cn1cc(CCC(=O)NC2CC(C)(C)Cc3c2cnn3-c2ccc(F)cc2)cn1 (centres undefined) | -7% | x | 0.7% | x | x
Cc1cccc(NC(=O)CSc2nnc(NC(=O)C3CC3)s2)c1C | 7% | 4% | 0.5% | 2% | 1%
CCCCNC(=O)CC(NS(=O)(=O)c1ccc(C)cc1)c1ccco1 (centres undefined) | -3% | -6% | 1.7% | -5% | -12%
N#Cc1ccc(CC(C(=O)O)N2Cc3ccccc3C2=O)cc1 (centres undefined) | -23% | -7% | 0.1% | -11% | -11%
Cc1ccc(S(=O)(=O)n2ccc3c(OCCOCCNCc4ccc(F)cc4)cccc32)cc1 | 15% | -26% | i | 22µM* | 74%
N#Cc1ccc(-c2csc(NNC(=O)c3ccccc3)n2)cc1 | -3% | 11% | i | 2% | -19%
CC(=O)c1ccc(OCC(O)CN2CCN(CCN3C(=O)c4cccc5cccc(c45)C3=O)CC2)cc1 (centres undefined) | 3% | -5% | 3.7% | -5% | u
CCCCSc1nc(NCc2ccco2)c2c3c(sc2n1)COC(C)(C)C3 | -2% | -14% | i | -4% | -1%
CCN1CCN(c2cc(SC(C)C)nc(-c3ccc(OC)cc3)n2)CC1 | -9% | x | 1.2% | x | x
O=Cc1ccc2c(c1)CCN2Cc1ccccc1 | -1% | 1% | i | 7% | 64%
NC(=O)CSc1nnc(COc2ccccc2)n1Cc1ccco1 | -5% | 1% | i | 1% | -11%
Clc1ccc(C2CSc3c4ncnc-4ncn32)cc1 (centres undefined) | 0% | 1% | 8.1% | -3% | 41%
COc1ccc2nc(NC(=O)CS(=O)(=O)Cc3ccccc3)sc2c1 | 0% | -16% | 1.0% | 9% | -4%
O=C(Nc1ccc(N2CCOCC2)c(S(=O)(=O)Nc2ccccc2Cl)c1)c1ccc(F)cc1 | 2% | x | 5.7% | -3% | 29%

Source: PubChem BioAssay
